# FN deposit inh – fibronectin deposition inhibition | 0.086% of 350,000 active | AH1F fibroblasts, Alexa488-fibronectin deposition fluorescence, overnight | inhibition, % at 12.6 µM | AID 743247;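 active means mean inhibition across replicates of 30% or more, regardless of how many single replicates reach that level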;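 further: positive control wells lacked labelled fibronectin entirely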
#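 Material – AH1F fibroblast monolayer, labelled fibronectin deposition · Reagent – labelled fibronectin 24 nM · Timing – 1 h adhesion, overnight exposure · Measured by – fluorescence at 485 nm excitation, 525 nm emission · Read-out – inhibition of fibronectin deposition signal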
# LGR2 antag – Drosophila LGR2 receptor signaling inhibition. HEK293 LGR2, CRE-luciferase, bursicon-stimulated, 4 h. inhibition, % at 9.99 µM. 0.35% of 380,000 active. AID 720647;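 active means drop in luminescence signal, shown as inhibition above about 50% in the replicate tests, limit read from the data, passing the limit was not always enough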;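 further: agonist challenge used bursicon conditioned medium at about half maximal strength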
# PGC1a acetyl inh – modulators of PGC1a acetylation; inhibition, % at 15.6 µM; 0.17% of 350,000 active; AID 651687; U2OS PGC1a acetylation, AlphaScreen anti-acetyl-lysine; with virally co-expressed GCN5 acetyltransferase;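 active means every replicate shows inhibition of at least 40%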;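 further: 0% = neutral control wells and 100% = positive control wells; some results beyond the cut were filed as inactive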
# PAX8 inh HTS – inhibitors of PAX8 transcriptional activity in RMG-I cells | RMG-I TPO-luciferase reporter, SteadyGlo, 24 h | inhibition, % at 12.6 µM | 1.2% of 360,000 active | AID 652154;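 active means mean replicate inhibition at least 60% with every replicate also reaching 60%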;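 further: luciferase light reporting Pax8 driven TPO promoter activity; plate controls were median of neutral control wells for no effect and mitoxantrone controls for full effect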
# S100A4 MyoIIA – S100A4-myosin IIA interaction inhibition. AID 652163. S100A4/TAMRA-MyoIIA peptide fluorescence polarization. inhibition, % at 10.7 µM. 0.14% of 360,000 active;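 active means mean inhibition of at least 70% across replicates, with every replicate also reaching that level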
# Target sequence (P26447 whole entry, looked up): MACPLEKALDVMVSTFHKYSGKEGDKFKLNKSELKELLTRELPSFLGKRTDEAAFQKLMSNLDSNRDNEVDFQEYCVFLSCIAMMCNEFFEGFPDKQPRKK
#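 Compound dosing: one dose per compound; test system: human S100A4 monomer with TAMRA-labelled myosin IIA peptide; probe or stimulus: TAMRA-labelled myosin IIA heavy-chain peptide probe, 5 nM; medium: HEPES buffer with Ca2+, pH 7.2; schedule: 5 min incubation before reading; benchmarks: neutral control DMSO, positive control TFP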
# ERAP1 HTS inh – blocks human ERAP1 aminopeptidase activity; 0.15% of 340,000 active; recombinant ERAP1, Leu-AMC fluorescence, 60 min; AID 652197; inhibition, % at 10.7 µM; Q9NZ08;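 active means mean replicate inhibition of at least 30%, or all replicates individually reaching that 30% level; inactive means mean below 30% and not every replicate reaching it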;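 further: 0% = neutral control wells and 100% = L-leucinethiol positive control wells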
# Target sequence (Q9NZ08 whole entry, looked up): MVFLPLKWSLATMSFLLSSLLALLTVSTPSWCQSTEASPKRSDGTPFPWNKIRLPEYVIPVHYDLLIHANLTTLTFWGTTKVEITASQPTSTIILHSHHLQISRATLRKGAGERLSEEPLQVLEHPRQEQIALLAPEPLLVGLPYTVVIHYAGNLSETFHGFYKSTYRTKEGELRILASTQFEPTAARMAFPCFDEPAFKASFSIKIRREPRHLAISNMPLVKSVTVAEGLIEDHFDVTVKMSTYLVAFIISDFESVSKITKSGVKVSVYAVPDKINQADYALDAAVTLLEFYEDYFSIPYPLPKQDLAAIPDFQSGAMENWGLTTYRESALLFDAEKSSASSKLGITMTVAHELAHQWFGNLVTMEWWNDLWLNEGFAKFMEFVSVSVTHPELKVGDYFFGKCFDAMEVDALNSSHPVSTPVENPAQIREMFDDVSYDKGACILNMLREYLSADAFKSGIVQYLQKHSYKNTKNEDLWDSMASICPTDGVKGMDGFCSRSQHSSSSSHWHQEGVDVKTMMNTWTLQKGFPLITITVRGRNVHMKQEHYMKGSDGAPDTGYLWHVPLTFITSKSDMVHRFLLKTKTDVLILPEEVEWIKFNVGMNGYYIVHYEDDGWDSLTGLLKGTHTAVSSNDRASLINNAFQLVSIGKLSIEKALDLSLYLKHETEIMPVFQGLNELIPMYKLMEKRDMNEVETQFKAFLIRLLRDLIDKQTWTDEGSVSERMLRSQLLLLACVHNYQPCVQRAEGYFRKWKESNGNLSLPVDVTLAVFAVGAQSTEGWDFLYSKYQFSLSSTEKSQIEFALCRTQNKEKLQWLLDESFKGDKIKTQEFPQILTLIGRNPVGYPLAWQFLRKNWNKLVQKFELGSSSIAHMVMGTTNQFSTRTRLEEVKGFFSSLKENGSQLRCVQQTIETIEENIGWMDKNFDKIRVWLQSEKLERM
# PglD inh – blocks C. jejuni PglD acetyltransferase activity | purified PglD enzyme, DTNB colorimetric CoA detection | inhibition, % at 12.5 µM | 0.098% of 360,000 active | AID 602405; in the data active means inhibition above about 16%, passing the limit was not always enough; further: strong numbers were not always called active
# EWS-Fli block – blocks EWS/Fli oncoprotein-driven transcription; A673 NR0B1-luciferase reporter, viability-normalised; inhibition, % at 12.6 µM; 0.67% of 350,000 active; AID 651661;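 active means mean inhibition of at least 50% after viability correction, with every replicate also passing that limit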;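 further: firefly luciferase signal divided by Alamar Blue viability fluorescence both relative to DMSO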
# * marks the source's active call; other numbers are inactive results; . = not tested or not shown.
SMILES,FN deposit inh,LGR2 antag,PGC1a acetyl inh,PAX8 inh HTS,S100A4 MyoIIA,ERAP1 HTS inh,PglD inh,EWS-Fli block
S=C(NCCc1ccccn1)Nc1cccc(Cl)c1,3.2,9.2,.,15.9,6.1,-0.9,.,-10.4
Nc1nc(NCc2ccc(Cl)cc2)nc(NCCO)c1[N+](=O)[O-],12.4,-10.6,-9.4,11.2,15.7,-0.5,-0.4,-3.0
COc1ccccc1CNC(=O)C[C@@H]1CC[C@@H]2[C@H](COC[C@H](O)CN2Cc2ccccc2)O1,4.9,3.4,-7.9,.,6.3,-0.4,-4.2,.
O=C(CCCCCl)Nc1c2c(nc3ccccc13)CCC2,-5.0,2.4,4.2,19.1,-7.3,-4.6,-3.6,7.6
Cc1ccccc1C(=O)OCCCN=C1NS(=O)(=O)c2ccccc21,5.5,.,5.9,12.7,.,.,0.6,.
COc1ccccc1NS(=O)(=O)c1cc(C(=O)NCC(c2ccc(F)cc2)N2CCOCC2)ccc1C (stereo unspecified),-0.6,-13.9,.,11.4,-0.7,-6.8,-2.5,-9.5
CCCCNC1=NCCS1,-4.3,-6.9,-2.5,0.1,-3.1,-2.5,.,6.1
Cc1ccccc1C(=O)NNc1ccc(-c2csnn2)cc1,10.8,18.5,-5.1,-4.6,-7.6,-8.3,-12.6,0.4
O=C(CCN1C(=O)/C(=C\C=C\c2ccccc2)SC1=S)Nc1cccc(C(=O)O)c1,.,-26.0,0.4,-18.4,-7.4,-2.1,-17.5,.
COc1ccccc1CNC(=O)C1CCN(C(=O)c2sccc2-n2cccc2)CC1,6.0,-1.7,1.1,3.0,-6.3,0.1,-0.1,-0.2

# Full records, quoted from the list. Screens in order: FN deposit inh	LGR2 antag	PGC1a acetyl inh	PAX8 inh HTS	S100A4 MyoIIA	ERAP1 HTS inh	PglD inh	EWS-Fli block
# Record of COc1ccccc1NS(=O)(=O)c1cc(C(=O)NCC(c2ccc(F)cc2)N2CCOCC2)ccc1C (stereo unspecified) : -0.6	-13.9	.	11.4	-0.7	-6.8	-2.5	-9.5
# Record of Cc1ccccc1C(=O)OCCCN=C1NS(=O)(=O)c2ccccc21 : 5.5	.	5.9	12.7	.	.	0.6	.
# Record of CCCCNC1=NCCS1 : -4.3	-6.9	-2.5	0.1	-3.1	-2.5	.	6.1
# Record of O=C(CCN1C(=O)/C(=C\C=C\c2ccccc2)SC1=S)Nc1cccc(C(=O)O)c1 : .	-26.0	0.4	-18.4	-7.4	-2.1	-17.5	.
# Record of Nc1nc(NCc2ccc(Cl)cc2)nc(NCCO)c1[N+](=O)[O-] : 12.4	-10.6	-9.4	11.2	15.7	-0.5	-0.4	-3.0

# Later entries:
SMILES,FN deposit inh,LGR2 antag,PGC1a acetyl inh,PAX8 inh HTS,S100A4 MyoIIA,ERAP1 HTS inh,PglD inh,EWS-Fli block
O=C(Cn1nnc(-c2ccncc2)n1)N1CCc2ccccc21,.,-2.0,-0.5,.,6.0,12.1,-0.2,2.7
O=C(NCc1ccccc1)C(=O)NCC1OCCCN1S(=O)(=O)c1cccs1 (stereo unspecified),-9.4,-3.7,.,-3.9,-2.2,3.5,-1.2,.
Fc1ccccc1-c1nc(NCc2ccco2)c2ccccc2n1,1.3,0.5,.,10.7,-2.2,14.0,.,1.5
COC(=O)c1ccc(/C=C/c2ccc3cccc(OC)c3n2)cc1,2.3,.,.,9.1,-2.9,-6.6,.,-22.6
CCOC(=O)C1CCCN(C(=O)c2ccc3ncsc3c2)C1 (stereo unspecified),.,-10.9,-5.5,-11.9,0.7,0.6,-3.1,5.8
CO[C@H]1CN(C)C(=O)c2ccc(NC(=O)C3CCC3)cc2OC[C@H](C)NC[C@H]1C,0.0,3.2,.,10.1,-6.5,1.0,-1.6,-4.0
Cc1ccccc1-c1nnn(CC(=O)N2CCN(C(=O)c3ccco3)CC2)n1,-6.3,7.9,.,19.3,-2.9,5.3,.,-9.4
CC(=O)c1cc(C(c2csc(C(C)=O)c2)c2csc(C(C)=O)c2)cs1,0.2,.,1.1,18.2,.,.,-1.0,.
Cc1noc(C)c1S(=O)(=O)N(C)C[C@H]1Oc2c(NC(=O)C3CCCCC3)cccc2C(=O)N([C@H](C)CO)C[C@@H]1C,4.5,-13.0,-1.3,24.2,-3.0,-0.5,9.4,-4.0
O=C(CCCN1C(=O)c2cccnc2C1=O)N1CC(=O)N(CCc2ccccc2)C(=O)C1,2.0,.,-1.7,15.7,.,.,0.3,.
COCCCNC(=O)CSc1nc2ccccc2c(=O)n1Cc1ccc2c(c1)OCO2,2.1,12.8,5.0,8.8,7.3,-1.9,6.2,3.5
COc1cccc(C(=O)Nc2ccc3c(c2)C(=O)N(C)C[C@@H](OC)[C@H](C)CN(C(=O)C2CCC2)[C@H](C)CO3)c1,5.8,7.4,.,-1.1,-1.8,0.1,2.8,-6.1
CCc1ccc(NC(=O)CSc2ccc(-c3sc(C)nc3C)nn2)cc1,10.0,16.2,.,15.5,3.1,-1.0,-4.8,.
COc1ccc(S(=O)(=O)Nc2ccc3c(c2)C(=O)N([C@H](C)CO)C[C@H](C)[C@@H](CN(C)S(=O)(=O)c2ccc(C)cc2)OCCCC[C@H](C)O3)cc1,-2.6,2.2,1.1,77.6*,-6.0,-2.7,-5.8,2.1
CC(C)CC#Cc1cnc2c(c1)C(=O)N([C@H](C)CO)C[C@@H](C)[C@@H](CN(C)Cc1ccccc1F)O2,6.4,-5.2,-5.6,.,0.6,2.7,1.6,5.7
Cc1ccc(OCCCC(=O)Nc2ccc3c(c2)OCCO3)cc1,7.9,19.4,-8.1,-16.5,0.4,2.8,1.7,7.0
N#C[C@H]1[C@@H](c2ccc(C3=CCCCC3)cc2)[C@@H](CO)N1C(=O)C1CCOCC1,-0.4,-10.4,-3.6,11.3,1.7,-1.2,-3.5,-1.5
COc1ccc(NC(=O)Nc2cc(F)ccc2C)cc1,-7.5,-6.9,.,-15.0,-3.0,-3.1,.,-1.1
COC(=O)[C@]1(Cc2ccccc2)N[C@H](c2ccc(-c3ccccc3)cc2)[C@@H]2C(=O)N(C)C(=O)[C@@H]21,18.2,6.3,0.2,6.2,-1.5,1.7,-9.2,7.7
Cc1cccc(-c2nc(S(=O)(=O)c3ccccc3)c(N3CCOCC3)o2)c1,-13.3,-7.0,.,-4.4,0.2,1.4,-3.9,8.6
COc1ccc(NC(=O)c2cc(C3CCCCN3S(=O)(=O)c3ccccc3)on2)c(C)c1 (stereo unspecified),12.7,-8.9,-7.3,-5.4,0.4,5.0,-4.0,3.3
C[C@@H]1CN([C@@H](C)CO)C(=O)c2cc(NS(=O)(=O)c3cccs3)ccc2O[C@@H](C)CCCCO[C@H]1CN(C)C(=O)c1ccncc1,3.7,22.3,4.0,-24.7,2.5,2.8,12.1,-10.6
CCN(C(=O)CN1C(=O)c2ccc([N+](=O)[O-])cc2C1=O)C1CCCCC1,2.3,-12.6,6.0,-9.0,-1.9,-1.0,0.1,.
CC(C)NC(=O)C1(C)CCN1C(=O)c1ccc2c(c1)OCO2 (stereo unspecified),7.2,-9.2,8.5,7.9,-2.1,2.3,4.1,-10.9
COC(=O)C1=C(C)N(Cc2ccc(F)cc2)C(=S)NC1c1cccc(OC)c1 (stereo unspecified),6.9,28.1,.,11.0,-1.6,-5.3,.,-1.9
CC(=O)c1cccc(NC(=O)C(C)OC(=O)CCC2CCCCC2)c1 (stereo unspecified),-1.8,3.5,.,-7.8,-2.4,0.1,1.4,3.2
CC(C)CC#Cc1ccc2c(c1)O[C@@H](CN(C)Cc1ccccn1)[C@@H](C)CN([C@H](C)CO)S2(=O)=O,2.2,-31.8,-9.6,1.8,8.8,-2.9,-0.5,15.0
O=C(C1CCCO1)N1CCN(C(=S)Nc2cccc(F)c2)CC1 (stereo unspecified),0.2,10.8,.,.,-3.9,-10.0,4.6,9.7
CCOCC(=O)N1CCN(c2cccc(Cl)c2)CC1,21.9,2.1,10.1,-4.6,-2.2,-1.4,-5.4,6.5
Cn1cnc(CCNC(=O)C[C@H]2CC[C@@H]3[C@H](COC[C@@H](O)CN3C(=O)Nc3ccccc3)O2)c1,-2.8,4.1,-0.7,-10.2,-24.0,2.4,-1.9,-0.6
O=C(Nc1ccccc1)ON=C1CCCC1,-6.1,-17.9,-2.1,31.5,0.2,0.2,9.0,-63.4
CC1=Nc2cc(C(=O)O)ccc2Sc2c(C)ccc(C)c21,2.0,15.1,.,19.1,-3.3,2.4,.,-1.4
Cc1cccc(C(=O)NC(=S)NNC(=O)c2cccs2)c1,-0.8,.,.,-21.1,0.2,-1.2,.,-15.3
COc1cccc(CC(=O)OCC(=O)NCc2ccc3c(c2)OCO3)c1,3.0,-13.0,.,-5.4,1.2,-8.1,-1.4,-0.2
COc1ccc(NC(=O)Nc2ccc3c(c2)C(=O)N([C@@H](C)CO)C[C@@H](C)[C@@H](CN(C)S(=O)(=O)c2ccc(Cl)cc2)O3)cc1,.,-10.5,-1.7,.,-13.6,3.0,0.2,-2.4
CCN(C[C@H]1N[C@@](Cc2ccccc2)(C(=O)OC)[C@H]2C(=O)N(C)C(=O)[C@@H]12)C(=O)Nc1ccc(Cl)cc1,-2.9,-4.8,13.2,2.1,1.7,-4.5,1.2,2.0
CCO[C@H]1OC(C(=O)N2CCCCCCC2)=C[C@@H](C2CC2)[C@@H]1CCCO,.,.,-0.3,-14.6,8.5,-0.9,-1.7,0.3
COc1cccc(-c2ccc([C@H]3[C@@H](CO)N4C(=O)CN(C(=O)C5CC5)C[C@@H]34)cc2)c1,1.9,-11.8,-2.8,4.4,-2.0,-0.9,.,-7.4
NC1=NC(=O)NC1(c1ccccc1)c1ccccc1,1.7,-12.9,.,11.8,-1.9,1.8,.,-3.8
CCOC(=O)C1=C(O)/C(=C\c2cc(C)n(-c3ccccc3F)c2C)N=C1C,-3.0,-11.7,1.9,-11.3,-4.8,-0.9,3.9,-2.4
NNc1nc(-c2ccccc2)nc2sc3c(c12)CCCC3,1.9,7.1,-3.8,-109.7,.,.,-5.6,.
C[C@H](CO)N1C[C@H](C)[C@@H](CN(C)CC2CC2)Oc2cc(-c3cncnc3)ccc2S1(=O)=O,.,3.2,11.3,.,0.7,1.8,3.7,-1.1
O=C(C[C@H]1C=C[C@@H](NC(=O)c2ccc(F)cc2)[C@H](CO)O1)NCCc1ccccc1,1.4,-1.1,-7.3,14.5,-1.7,-0.8,-0.7,-2.3
Cc1ccc2[nH]c(=O)c(CN(Cc3cccs3)S(=O)(=O)c3ccc4c(c3)OCCO4)cc2c1,3.2,3.3,.,-10.5,-1.6,1.4,.,10.2
CCc1ccc(OCC(=O)NNC(=O)c2cc(S(=O)(=O)N3CCOCC3)ccc2N2CCCC2)cc1,1.8,-8.0,3.9,-2.0,0.0,-1.6,1.7,-3.8
COc1ccc(C(=O)NC2CCCc3ccccc32)cc1S(=O)(=O)N1CCOCC1 (stereo unspecified),7.2,-7.7,-2.6,17.8,-2.4,-1.1,3.2,4.4
COC(=O)C1=C(C)N(C)C(=NCc2ccc(OC)cc2)NC1c1cccc(Cl)c1 (stereo unspecified),2.0,-1.7,.,-15.5,1.0,-1.4,.,1.8
CCc1cc(CNC(=O)CCc2nnc(Cc3cccc(C)c3)o2)on1,12.1,-2.9,4.2,-15.7,3.8,-1.4,-2.1,-16.8
CCCN(C)C[C@@H]1OCCCC[C@H](C)Oc2ccc(N(C)C)cc2C(=O)N([C@H](C)CO)C[C@@H]1C,.,-4.7,-10.9,9.6,7.8,-5.4,1.4,-1.6
CCOC(=O)N1CCN(CC(O)COc2ccc(C(C)C)c(C)c2)CC1 (stereo unspecified),0.2,-5.2,-5.5,28.0,-4.4,-9.8,3.8,7.0

# Screening results: PubChem, Broad Institute
